Yp Topo-I inh: Yersinia pestis topoisomerase I inhibitors, primary screen, biochemical, cleavage product accumulation, plate reader, single point | activity, % at 10 µM | DNA topoisomerase I (Yersinia pestis CO92) | 360,000 compounds, 0.064% hits | Y. pestis Topo-I cleavage product accumulation; in the data active means activity above about 50%, passing the limit was not always enough; further: inactives centre near 2
BioA inh: M. tuberculosis BioA enzyme inhibitors, primary screen, biochemical, plate reader, single point, HTS. purified M. tuberculosis BioA enzyme. 7,8-diaminopelargonic acid synthase BioA (Mycobacterium tuberculosis). AID 602481, 2012. 360,000 compounds, 0.096% hits. inhibition, % at 9.99 µM; in the data active means inhibition above about 40%
UGM FP inh: M. tuberculosis UGM enzyme inhibitors, primary screen, biochemical, fluorescence polarization, single point | 320,000 compounds, 0.06% hits | AID 504406, 2011 | purified UGM, fluorescence polarization probe displacement | inhibition, % at 10 µM; in the data active means inhibition above about 10%, passing the limit was not always enough
Target sequence (P9WIQ1 whole entry, looked up): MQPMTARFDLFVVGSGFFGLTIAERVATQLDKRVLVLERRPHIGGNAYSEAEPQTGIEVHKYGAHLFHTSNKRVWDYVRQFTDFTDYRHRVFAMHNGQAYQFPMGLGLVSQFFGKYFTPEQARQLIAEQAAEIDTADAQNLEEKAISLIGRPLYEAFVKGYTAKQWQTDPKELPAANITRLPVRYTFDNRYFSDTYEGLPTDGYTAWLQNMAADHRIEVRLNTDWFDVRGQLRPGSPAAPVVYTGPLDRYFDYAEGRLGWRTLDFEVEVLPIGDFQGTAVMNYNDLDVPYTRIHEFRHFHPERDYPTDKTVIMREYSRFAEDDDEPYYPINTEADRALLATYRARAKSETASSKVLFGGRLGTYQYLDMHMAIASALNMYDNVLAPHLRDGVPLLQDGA
TcdB GH inh: TcdB glycohydrolase inhibitors, primary screen, biochemical, single point, plate reader; AID 652162, 2013; 350,000 compounds, 0.24% hits; TcdB glycohydrolase enzymatic assay; inhibition, % at 9.99 µM; in the data active means inhibition above about 10%
Mtb FBA inh: Mtb FBA enzyme inhibitors, primary screen, biochemical, fluorescence, strain H37Rv; Fructose-bisphosphate aldolase (Mycobacterium tuberculosis (strain ATCC 25618 / H37Rv)), …; purified M. tuberculosis FBA, fluorescence read-out; inhibition, % at 1 µM; 360,000 compounds, 2.3% hits; AID 588726, 2011; in the data active means inhibition above about 27%;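 further: 0% = vehicle and 100% = reference inhibitor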
Target sequence (P9WQA3 whole entry, looked up): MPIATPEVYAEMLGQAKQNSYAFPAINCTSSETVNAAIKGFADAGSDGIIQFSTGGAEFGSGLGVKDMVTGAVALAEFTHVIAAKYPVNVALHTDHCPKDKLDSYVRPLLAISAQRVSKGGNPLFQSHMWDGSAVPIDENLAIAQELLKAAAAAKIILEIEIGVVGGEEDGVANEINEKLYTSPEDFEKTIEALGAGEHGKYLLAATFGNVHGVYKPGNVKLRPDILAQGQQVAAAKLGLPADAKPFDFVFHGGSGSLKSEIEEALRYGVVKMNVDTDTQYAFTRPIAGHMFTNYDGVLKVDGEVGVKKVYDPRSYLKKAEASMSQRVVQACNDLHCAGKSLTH
GDH-TPI inh: GDH-TPI coupling enzyme inhibitors, primary screen, artefact control for M. tuberculosis FBA inhibitor project, biochemical, absorbance, full deck; GDH-TPI coupled enzyme counterscreen, NADH absorbance; inhibition, % at 4.8 µM; 360,000 compounds, 1.2% hits; AID 588335, 2011; in the data active means inhibition above about 30%;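 further: 0% = DMSO wells and 100% = wells lacking the enzyme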
BH1578 lux ind: inducers of Vibrio cholerae quorum light production without autoinducers, primary screen, BH1578 luxS cqsA deficient, single point; 350,000 compounds, 0.16% hits; V. cholerae BH1578 lux reporter, luminescence, 6 h; activation, % at 18.7 µM; AID 588436, 2011; in the data active means activation mostly above about 9.7%, no sharp cut-off; further: not every result past the cut was called active; inactives centre near 0; reference of the scale not given here
PfHsp40 yeast: rescue of yeast from PfHsp40 toxicity, primary screen, S. cerevisiae, ATP luminescence; S. cerevisiae expressing PfHsp40, growth rescue; AID 504582, 2011; 340,000 compounds, 0.68% hits; growth rescue, % at 12.5 µM; in the data active means growth rescue above about 28%, passing the limit was not always enough;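 further: yeast W303a lacking pdr1 and pdr3 grown in galactose medium; growth measured after three days at 30 °C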
FadD28 FP inh: inhibitors of FadD28 bisubstrate probe binding, primary screen, biochemical, fluorescence polarization, single point; inhibition, % at 12.5 µM; 360,000 compounds, 0.22% hits; in the data active means inhibition above about 8.5%, passing the limit was not always enough
Active calls of the source: *; i = inactive; . = no result given.

SMILES | Yp Topo-I inh | BioA inh | UGM FP inh | TcdB GH inh | Mtb FBA inh | GDH-TPI inh | BH1578 lux ind | PfHsp40 yeast | FadD28 FP inh
Cc1ccc(C(=O)NN=C2CCCC2)cc1C | -5 | -1.5 | 0.0 | -1.7 | -1 | -2 | -0.5 | -0.6 | -1.6
CON=C1CCN(c2ncc(C(F)(F)F)cc2Cl)CC1 | 5 | -0.7 | 0.6 | . | 4 | -7 | 2.9 | 0.2 | -3.1
CC1CCCCN1C(=O)COC(=O)c1cc(Cl)c2c(c1)OCO2 (stereo unspecified) | -6 | -0.7 | . | 1.4 | 1 | -4 | -1.5 | -0.7 | -2.1
COC(=O)c1ccccc1NC(=O)C1CC(c2ccc(F)cc2)=NO1 (stereo unspecified) | 5 | -0.3 | 0.1 | 1.6 | 5 | 6 | -0.2 | 0.1 | 0.8
COc1cccc(NC(=O)CN(C)C(=O)CNC(=O)c2ccc3ccccc3c2)c1 | 3 | 1.1 | 0.3 | 1.5 | 0 | -8 | -5.6 | 0.7 | -4.0
Cn1[nH]c(=O)c(Cl)c(Cl)c1=O | -5 | -4.0 | -0.3 | . | 1 | 4 | -0.5 | 11 | -2.9
CN1C(=O)C(=Cc2ccc(N3CCOCC3)o2)C(=O)N(C)C1=S | 3 | 0.3 | -4.6 | 0.7 | -7 | 3 | i | 1.6 | -0.8
O=C(O)CN(Cc1ccccc1)S(=O)(=O)c1ccc2c(c1)OCCO2 | 10 | . | 1.9 | 0.5 | -2 | 4 | -0.6 | -1.1 | 0.7
O=C1CCC(C(=O)N2CCCCCCC2)CN1Cc1cccc(C(F)(F)F)c1 (stereo unspecified) | 22 | -0.4 | -1.9 | 2.6 | 2 | 0 | 2.3 | -0.1 | -0.3
COc1ccc(N(CC(=O)NCCSCc2c(F)cccc2Cl)S(C)(=O)=O)cc1OC | 23 | . | -4.1 | -0.4 | 3 | -1 | i | -1.1 | -2.4
COc1ccc(C(=O)N/N=C(\Cc2ncc[nH]2)c2ccccc2)cc1 | 12 | -0.7 | -1.4 | -0.6 | 3 | 1 | -0.3 | 1.4 | 0.0
O=C(O)Cc1ccc2[nH]c3ccc(CC(=O)O)cc3c2c1 | -8 | 0.6 | -1.7 | . | 3 | 9 | 2.0 | 0.7 | 1.0
CCC(C)(C)n1nnnc1C(c1ccc(C)cc1)N1CCCC1 (stereo unspecified) | 1 | 0.6 | -1.3 | -8.9 | 1 | 1 | -1.5 | 0.5 | -0.2
Cn1c(N)c(C(=O)N/N=C/c2ccccc2)sc1=S | -15 | -0.4 | -3.6 | 0.9 | 0 | 24 | -1.6 | -2.7 | -0.8
O=C1CC(SC2=NCCS2)C(=O)N1c1cccc(Cl)c1Cl (stereo unspecified) | -11 | . | 2.1 | 1.2 | -1 | -2 | i | -1.0 | -16
CCOc1ccc(CC(C(=O)NN)C(=O)NN)cc1CN(C)C | -1 | -0.4 | -1.0 | . | 1 | 6 | i | 0.0 | -0.3
COc1ccc(N2CCN(C(=O)NC3CCCCC3)CC2)cc1 | 1 | 0.3 | -0.7 | . | 1 | 13 | i | -0.3 | -0.9
CCOC(=O)c1c(NC(=O)Cn2nc(C(=O)O)c3ccccc3c2=O)sc(CC)c1C | 19 | -0.4 | -0.3 | 1.7 | -1 | 5 | -0.6 | -0.1 | -3.2
O=C(c1cc(C2CCCCN2C(=O)OCCF)on1)N1CCOCC1 (stereo unspecified) | 4 | -0.7 | . | -6.0 | 0 | 0 | i | . | -3.0
Cn1nc(C(F)(F)F)c(C(=O)Nc2cccc(C(F)(F)F)c2)c1SCc1ccc(Cl)cc1 | 3 | -1.3 | 1.3 | . | -1 | -12 | -2.2 | 0.8 | -9.4
COc1ccccc1NS(=O)(=O)c1ccc(C)c(C(=O)NCCCN2CCCC2=O)c1 | 2 | . | 2.1 | -2.0 | 2 | 4 | -0.6 | -0.7 | -0.4
C=CCOCC(O)CS(=O)(=O)Cc1ccc(Cl)cc1 (stereo unspecified) | 2 | . | 0.2 | . | 0 | 11 | -0.7 | -1.1 | -1.7
CC(C)c1nnc(NC(=O)CSc2nnc(NC(=O)c3c(F)cccc3F)s2)s1 | -11 | -0.3 | 1.1 | 0.5 | -5 | 1 | -0.9 | 0.1 | -3.0
Cc1ccc(S(=O)(=O)NC2CC(=O)N(c3ccc4c(c3)OCCO4)C2)cc1 (stereo unspecified) | 6 | 0.5 | -1.3 | 1.8 | -1 | -2 | -2.2 | -0.6 | -2.9
Cc1ccc(NC(=O)CN(C)C(=O)C2CC(=O)N(Cc3ccccc3)C2)cc1 (stereo unspecified) | -7 | -0.4 | 0.6 | 1.0 | 0 | 0 | -0.2 | 0.1 | 0.5
COc1ccccc1N1CC(C(=O)OCC(=O)Nc2cc(C)on2)CC1=O (stereo unspecified) | 2 | -1.1 | . | 0.1 | -1 | 6 | -0.6 | 0.5 | -1.0
COc1nc(SCC(=O)Nc2ccccc2Cl)nc(N(C)C)n1 | 7 | 1.7 | 0.2 | 0.8 | 1 | 2 | -0.4 | -0.4 | -1.6
COc1ccc(C(=O)NN/C(C)=C/C(=O)c2ccccc2)cc1 | -3 | -0.3 | -1.6 | 0.3 | -2 | 11 | -0.6 | 0.2 | -2.6
Cc1cc(C(=O)c2cnc(/N=C/N(C)C)s2)cc(C)c1O | 2 | 3.2 | -0.5 | . | -5 | 19 | 1.3 | -0.4 | -5.8
Cn1c(NNC(=O)C2CCCCC2)cc(=O)n(C)c1=O | -12 | -1.2 | -0.3 | 0.2 | -6 | -15 | -0.1 | -0.2 | -3.7
CN(C(=O)CSc1nc2ccccc2c(=O)n1-c1ccccc1F)C1CCS(=O)(=O)C1 (stereo unspecified) | 3 | 21 | 2.4 | 3.6 | 0 | 3 | i | 2.1 | -1.5
COC(=O)c1ccc2c(=O)n(CCCCCC(=O)NCCNC(C)=O)c(=O)[nH]c2c1 | 5 | . | 1.3 | 0.4 | 13 | -1 | 8.7 | 0.1 | 0.2
O=C(CNC(=O)c1ccc(Cl)cc1Cl)OCN1C(=O)c2ccccc2C1=O | -5 | . | 0.2 | -0.1 | 7 | 3 | i | -1.0 | -0.9
CCOC(=O)N1CCC(N2CC34C=CC(O3)C(C(=O)Nc3ccc(OCC)cc3)C4C2=O)CC1 (stereo unspecified) | 2 | 0.5 | 2.1 | 1.2 | 5 | 12 | -0.4 | 0.2 | -1.6
CCCN(CCC)CCCNC(=O)c1cc2c(=O)n(C)c3ccccc3c2n1C | 8 | 0.0 | -1.7 | 1.4 | 16 | 8 | -0.4 | -0.6 | -2.8
c1cc(-c2ccc3nncn3c2)ccc1CN1CCOCC1 | -2 | 1.3 | . | 0.5 | 1 | 9 | i | . | -0.9
CN1CCN(CCCNC(=O)c2ccc3c(c2)N(Cc2ccc(F)cc2)CCS3)CC1 | -16 | 3.6 | 1.9 | 0.5 | 159* | 7 | 2.5 | -0.5 | -0.2
O=C(CCN1CCN(CCO)CC1)Nc1ccc(Br)cc1 | 9 | . | -1.2 | -2.1 | 2 | 2 | i | 1.9 | -0.6
COc1ccc(C2C(C(=O)N3CCOCC3)=C(C)NC3=C2C(=O)CC(C)(C)C3)c(OC)c1 (stereo unspecified) | -4 | . | -1.1 | . | 58* | 9 | -0.7 | 0.1 | -2.5
O=C(COC(=O)c1nn(-c2ccccc2)c(=O)c2ccccc12)NC1CCS(=O)(=O)C1 (stereo unspecified) | -2 | . | -1.0 | . | -2 | 1 | -1.0 | -0.3 | -0.9

Part of the list above, set out differently.
SMILES	Yp Topo-I inh	BioA inh	UGM FP inh	TcdB GH inh	Mtb FBA inh	GDH-TPI inh	BH1578 lux ind	PfHsp40 yeast	FadD28 FP inh
COc1ccccc1NS(=O)(=O)c1ccc(C)c(C(=O)NCCCN2CCCC2=O)c1	2	.	2.1	-2.0	2	4	-0.6	-0.7	-0.4
C=CCOCC(O)CS(=O)(=O)Cc1ccc(Cl)cc1 (stereo unspecified)	2	.	0.2	.	0	11	-0.7	-1.1	-1.7
CC(C)c1nnc(NC(=O)CSc2nnc(NC(=O)c3c(F)cccc3F)s2)s1	-11	-0.3	1.1	0.5	-5	1	-0.9	0.1	-3.0
Cc1ccc(S(=O)(=O)NC2CC(=O)N(c3ccc4c(c3)OCCO4)C2)cc1 (stereo unspecified)	6	0.5	-1.3	1.8	-1	-2	-2.2	-0.6	-2.9
Cc1ccc(NC(=O)CN(C)C(=O)C2CC(=O)N(Cc3ccccc3)C2)cc1 (stereo unspecified)	-7	-0.4	0.6	1.0	0	0	-0.2	0.1	0.5
COc1ccccc1N1CC(C(=O)OCC(=O)Nc2cc(C)on2)CC1=O (stereo unspecified)	2	-1.1	.	0.1	-1	6	-0.6	0.5	-1.0
COc1nc(SCC(=O)Nc2ccccc2Cl)nc(N(C)C)n1	7	1.7	0.2	0.8	1	2	-0.4	-0.4	-1.6
COc1ccc(C(=O)NN/C(C)=C/C(=O)c2ccccc2)cc1	-3	-0.3	-1.6	0.3	-2	11	-0.6	0.2	-2.6
Cc1cc(C(=O)c2cnc(/N=C/N(C)C)s2)cc(C)c1O	2	3.2	-0.5	.	-5	19	1.3	-0.4	-5.8

Remaining list, next part:
SMILES | Yp Topo-I inh | BioA inh | UGM FP inh | TcdB GH inh | Mtb FBA inh | GDH-TPI inh | BH1578 lux ind | PfHsp40 yeast | FadD28 FP inh
Nc1ccc(-c2nc(-c3ccccc3)nc3ccccc23)cc1 | -18 | -0.2 | 0.7 | 0.4 | 17 | 2 | i | 1.9 | .
Cc1ccc(NC(=S)N(CCN(C)C)C(C)c2cccnc2)cc1 (stereo unspecified) | 3 | . | 1.8 | -1.1 | 1 | -1 | 2.0 | 0.0 | 1.0
O=C(NC1CCS(=O)(=O)C1)c1cccc(S(=O)(=O)N2CCOCC2)c1 (stereo unspecified) | 0 | -0.6 | -2.0 | . | -5 | -6 | i | -0.7 | -4.3
CC12CCC(=O)N1C(C(=O)NNC(=O)c1ccc(Cl)cc1)CS2 (stereo unspecified) | 1 | 0.3 | 3.1 | -0.4 | 6 | -7 | 5.0 | -0.6 | -3.1
CCCCCCCCCC(=O)N[C@@H]1c2cc(OC)c(OC)cc2C[C@H]1O | 29 | 0.4 | . | 2.3 | 2 | 5 | -1.5 | 0.7 | -1.8
CC[C@@](C)(NS(=O)(=O)OCC(Cl)(Cl)Cl)c1ccccc1 | 0 | 1.6 | -1.0 | 1.1 | -1 | -1 | i | 3.6 | -4.2
O=C(Nc1ccc2c(c1)OCCO2)C1CCCC1 | -2 | 1.3 | -0.4 | -0.9 | -2 | 3 | -0.2 | 0.0 | -1.1
Cc1nc(-c2ccccn2)nc(SCC(=O)c2ccc(F)cc2)c1Cl | -4 | . | -2.0 | 12* | 5 | 13 | i | -0.2 | -2.1
CN(Cc1ccccc1)C(=O)COC(=O)Cn1cnc2ccccc21 | -9 | 0.5 | 2.9 | -0.7 | -6 | -2 | i | -1.4 | -4.4
Cc1ccc(C(=O)OCC(=O)NNC(=O)COc2ccc(Cl)cc2)c(O)c1 | -3 | 0.7 | 3.6 | 0.8 | 3 | 7 | i | 0.5 | -0.6
COc1ccc(CCNCc2ccc(C)s2)cc1OC | 4 | . | 2.2 | 0.1 | 1 | 1 | -0.3 | -0.7 | -0.2
CCOC(=O)c1ccc(NC(=O)CC2SCCNC2=O)cc1 (stereo unspecified) | -3 | -4.9 | 1.9 | . | -3 | 6 | -3.4 | -0.5 | -1.3
COC(=O)/C=C1\SC(=NC(=O)c2cccc(Cl)c2)NC1=O | 0 | . | . | 0.6 | 7 | 7 | i | -0.9 | -2.5
CCN(c1ccccc1)S(=O)(=O)c1ccc(OCC(F)(F)F)c(NC(=O)c2ccc(=O)[nH]c2)c1 | 2 | -1.3 | . | 0.6 | 2 | 8 | i | 1.2 | -1.9

Screens as filed in PubChem BioAssay.
